Screens as filed in PubChem BioAssay.
NCI-60 one-dose screen, 48 h, at 10 µM unless noted. Numbers give growth in % (100 = growth as untreated, 0 = no growth, -100 = all killed).
SNB-75: SNB-75 CNS cancer; AID 1794750; actives 5% (n = 79,000)
SF-539: SF-539 CNS cancer | actives 6.8% (n = 81,000) | AID 1794752
KM12: KM12 colon cancer cells; actives 5% (n = 82,000)
HCC-2998: HCC-2998 colon cancer; actives 4.7% (n = 79,000); AID 1794799
HCT-116: HCT-116 colon cancer; actives 7.3% (n = 82,000)
HCT-15: HCT-15 colon cancer; actives 5.2% (n = 82,000)
SNB-19: SNB-19 CNS cancer cells | AID 1794751 | actives 2.5% (n = 81,000)
SW-620: SW-620 colon cancer. actives 5.2% (n = 82,000)
SF-295: SF-295 CNS cancer cells; actives 5.6% (n = 79,000)
An asterisk follows results filed as active; . = no result given; & = joins results of further samples; [ ] = remark or other dose. The calls were made as follows: active = growth percent below 10; inactive = the rest.

SMILES	SNB-75	SF-539	KM12	HCC-2998	HCT-116	HCT-15	SNB-19	SW-620	SF-295
C=C1C(=O)O[C@H]2[C@H]1CC/C(COC(=O)NCCc1c[nH]c3ccc(OC)cc13)=C\CC[C@@]1(C)O[C@@H]21	55.5	-24.7*	63.1	75.1	-82.5*	-54.7*	51.6	-56.2*	86.2
O=C(O)CCCCCCCCCCOc1ccc(Cl)cc1Cl	91.7	107.0	88.6	85.8	102.6	98.5	108.4	98.2	103.3
COc1ccc(-c2nc3sc4cc(OC)ccc4n3c2-c2nc3ncc(Br)cc3[nH]2)cc1	93.8	88.1	84.8	106.1	78.6	90.1	112.1	114.5	105.8
O=S(=O)(SC(=S)NCCNC(=S)SS(=O)(=O)c1ccc(Cl)cc1)c1ccc(Cl)cc1	106.6	119.5	108.0	103.6	105.0	112.4	112.3	98.8	109.4
O=C(Nc1ccc(C(F)(F)F)cc1)Nc1ncccc1OCc1ccc(F)cc1	104.0	107.8	91.4	85.6	69.4	87.5	102.0	99.1	102.6
CSc1ccnc(N)n1	114.8	103.3	105.4	93.5	96.6	102.0	99.8	97.4	118.3
CC1(CSc2ccccc2)CC(=O)N1 (stereo not given)	84.2	98.7	102.4	104.7	93.8	93.0	101.2	102.1	.
O=C(Nc1ccc(Nc2ccncc2)cc1)c1ccc([N+](=O)[O-])cc1	92.0	88.8	79.5	66.7	27.3	77.5	80.1	30.5	79.6
O=C(NCc1cccnc1)c1ccc(NS(=O)(=O)c2ccc3c(c2)OCCCO3)cc1	81.4	95.1	109.2	100.7	102.8	109.9	103.2	101.2	106.8
CC(C)CCC[C@@H](C)[C@H]1CC[C@H]2[C@@H]3CC=C4c5sc(Nc6ncccn6)nc5CC[C@]4(C)[C@H]3CC[C@]12C	94.1	97.4	99.0	99.1	105.3	101.0	94.9	100.9	103.1
C=C1C(=O)O[C@H]2[C@H]1CC/C(COC(=O)c1ccc3ccccc3c1)=C\CC[C@@]1(C)O[C@@H]21	25.1	-94.9*	32.8	42.0	-90.6*	-45.4*	11.6	-37.9*	43.1
CCCCNc1cc(C(=O)O)cc(S(N)(=O)=O)c1Oc1ccccc1	90.4	104.8	107.4	102.6	110.2	108.2	106.2	99.1	101.7
O=C1NC(=S)S/C1=C\c1cc(Cl)ccc1Cl	81.7	83.0	97.9	61.9	84.7	81.8	78.0	106.0	65.5
COc1cc(-c2nnc(SCC(=O)Nc3ccc(C(C)=O)cc3)o2)cc(OC)c1OC	93.1	94.4	107.6	102.0	105.6	95.9	108.0	107.8	95.3
CCCCC(=O)N1C(C)CCC1C (stereo not given)	81.0	108.2	106.6	121.3	110.5	106.4	102.4	101.2	97.4
NNc1nc2c(cnn2-c2ccccc2)c(=O)n1N	96.5&96.8	103.1&92.5	101.1&102.5	108.0&105.2	100.4&108.0	103.9&101.4	105.2&95.9	102.7&95.1	104.4&100.1
O=C(O)c1ccccc1Oc1cc(-c2ccco2)nc(OCCBr)n1	99.7	104.9	95.6	107.4	96.5	104.0	98.6	105.0	95.1
CCOC(=O)C(CO)(NC(C)=O)C(=O)OCC	88.4	94.7	106.4	102.4	87.7	97.0	108.1	105.6	100.6
CCOC(=O)c1cnn2c(-c3ccccc3)nc(SCC)nc12	77.1	96.0	98.0	102.6	87.9	95.9	85.7	99.1	94.1
NS(=O)(=O)c1ccc(NC(=O)CSc2nc3ccccc3c(=O)n2-c2ccc(S(=O)(=O)Nc3ccc(Cl)nn3)cc2)cc1	73.3	104.8	99.1	104.2	105.3	98.5	92.3	108.2	103.4
CCCC(=O)Nc1ccc(OCC(O)CNC(C)C)c(C(C)=O)c1 (stereo not given)	97.5	110.7	117.1	114.5	99.3	101.5	105.5	107.1	101.5
CCCCC(CC)COC(=O)/C=C/c1cccc2c1C(=O)NC(C)(c1cc3cc4ccccc4cc3oc1=O)N2 (stereo not given)	88.3	98.2	100.8	109.3	82.4	84.2	88.7	81.0	107.4
CCCCCCCCCCCCCCCC(=O)NN	91.1	101.2	102.4	110.2	110.6	102.2	102.6	104.1	.
COc1cc(OC)c(/C=C/C(=O)c2c(O)cc(OC)c(C3CCN(C)CC3)c2OC)c(OC)c1	-8.2*	-91.4*	-62.0*	-94.5*	-100.0*	-58.1*	-55.9*	-83.8*	-79.9*
CNc1nc2c(s1)C(c1ccc(F)c(F)c1)CC(=O)N2 (stereo not given)	81.2	93.3	95.0	100.5	97.7	104.4	90.9	101.4	99.1
O=C(O)c1ccccc1-c1ccccc1C(=O)Nc1ccc2oc(=O)c3ccccc3c2c1	84.8	112.6	104.9	97.1	100.1	102.5	94.8	103.7	105.8
COc1ccc(NC(=O)CCn2c(Br)nc3c2c(=O)n(C)c(=O)n3C)cc1	85.5	96.5	102.4	104.3	101.9	104.8	102.3	103.8	106.4
COc1c(CO)cc(C)cc1CO	81.1	102.5	104.3	106.0	100.8	105.6	102.6	105.8	101.1
NNC(=S)Nc1ccccc1F	86.0	106.5	121.7	122.8	113.7	101.8	101.3	107.6	98.6
Nc1ccccc1NC(=O)CCCCCCC(=O)Nc1ccc2c(c1)/C(=C/c1ccc[nH]1)C(=O)N2	-2.9*	17.0	13.7	70.2	17.0	89.8	49.8	47.4	49.9
COc1cc([C@@H]2c3c(c4ccccc4[nH]c3=O)C(=O)N3CCC[C@@H]23)cc(OC)c1O	80.4	98.4	103.8	101.6	101.2	105.9	101.8	109.4	104.0
CNc1cccc2c1C(=O)c1cccc(N)c1C2=O	71.5	85.7	35.8	93.9	31.5	58.6	84.2	63.1	88.5
O=c1oc2ccc(Br)cc2cc1-c1cc(-c2ccc(-c3cc(-c4cc5cc(Br)ccc5oc4=O)nc(-c4cc5cc(Br)ccc5oc4=O)c3)cc2)cc(-c2cc3cc(Br)ccc3oc2=O)n1	103.0	104.0	99.1	113.0	94.0	104.7	100.0	107.4	110.0
CCn1cc(C(=O)N/N=C/c2cccnc2)c(=O)c2cc(F)c(N3CCNC(C)C3)c(F)c21 (stereo not given)	58.9	31.8	79.3	49.6	33.5	98.2	30.5	26.1	84.9
O=C(NCCCNc1nccc(-c2c(-c3cccc(F)c3)nc3sccn23)n1)c1ccccc1	76.4	102.7	62.5	110.4	57.8	48.2	84.1	102.8	96.1
Cc1cc2ccccc2n1/C=C/C1=[N+](C)c2ccccc2C1(C)C	84.3	84.8	66.2	110.7	43.0	84.0	79.7	71.3	74.5
CCCCCOC(=O)c1ccc(NC(=O)CCNCC)cc1	43.2	87.7	96.7	97.3	82.1	87.7	.	94.3	94.7
Cc1nc2[nH]c(=O)n(O)c(=O)c2s1	87.7	101.9	103.6	102.2	98.3	99.7	101.2	108.0	.
CCNc1ncnc2c1cnn2C	92.7	90.1	99.1	99.8	98.6	97.8	95.8	97.5	98.8
COc1cccc(NC(=O)c2sc3nc4c(cc3c2N)CN(Cc2ccccc2)CC4)c1	-19.7*	30.5	48.2	77.3	58.1	42.2	.	54.4	49.6
Cc1ccc(C)c(COc2cc(NC(=O)c3ccc4c(c3)OCO4)ccc2N(C)S(C)(=O)=O)c1	4.7*	-7.5*	-10.9*	-41.5*	-34.1*	11.2	18.3	28.7	-4.2*
COCN1CCC2N(COC)CCC3N(COC)CCC1N23 (stereo not given)	90.8	101.2	105.5	100.3	101.1	104.1	93.6	114.5	113.1
COc1cc(/C=C2\CN(S(=O)(=O)c3ccccc3)C/C(=C\c3cc(CN4CCCCC4)c(O)c(OC)c3)C2=O)cc(CN2CCCCC2)c1O	-91.7*	-84.6*	-87.1*	-68.0*	-67.4*	-73.8*	-30.1*	-74.5*	76.5
O=[N+]([O-])c1ccc(N=Nc2c(Cl)c(O)c3ccccc3c2O)nc1	98.2	105.3	96.5	100.6	91.5	90.9	111.8	88.5	106.5
CC(=O)OCCCC(CCC(C)OC(C)=O)OC(C)=O (stereo not given)	101.3	101.2	102.8	101.0	91.4	99.8	104.2	104.9	97.4
S=c1n(Cc2ccc3ccccc3c2)ccn1Cc1ccc2ccccc2c1	91.8	97.3	99.5	102.8	57.0	50.0	103.1	111.0	102.2
N=C(N)NCCC[C@@H]1NC(=O)c2ccc(nc2)-c2ccc(cn2)NC(=O)CCNC(=O)[C@H](CCCNC(=N)N)NC(=O)[C@H](CCCNC(=N)N)NC(=O)[C@H](CCCNC(=N)N)NC(=O)c2ccc(nc2)-c2ccc(cn2)NC(=O)CCNC(=O)[C@H](CCCNC(=N)N)NC(=O)[C@H](CCCNC(=N)N)NC(=O)[C@H](CCCNC(=N)N)NC(=O)c2ccc(nc2)-c2ccc(cn2)NC(=O)CCNC(=O)[C@H](CCCNC(=N)N)NC(=O)[C@H](CCCNC(=N)N)NC1=O	105.4[4 µM]	95.4[4 µM]	88.3[4 µM]	93.0[4 µM]	79.2[4 µM]	102.7[4 µM]	101.3[4 µM]	107.5[4 µM]	94.4[4 µM]
C[N+](C)(C)CCNC(=O)c1cccc(OCc2ccccc2)c1	88.3	100.2	109.0	97.8	103.4	100.5	90.5	101.0	107.6
COc1ccccc1NC(=O)CCl	95.9	103.0	100.6	87.7	105.8	107.8	112.5	115.3	104.8
CC1(C)NCCC[C@]2(C)[C@H]3CC[C@@H]4[C@H]5[C@H](C(=O)/C=C/c6ccccn6)CC[C@]5(CO)CC[C@@]4(C)[C@]3(C)CC[C@@H]12	105.3	86.1	25.5	47.9	-7.5*	-4.7*	77.6	-51.0*	88.8
c1csc(C2=N[C@@H](c3cccs3)[C@@H](c3cccs3)N2)c1	96.6	113.4	122.4	90.6	103.6	110.2	99.5	102.2	90.7
Cn1c(=O)c2[nH]c(C(F)(F)F)nc2n(C)c1=O	90.4	102.6	100.6	105.6	95.3	104.8	97.3	103.0	106.5
COc1ccc(/C(=C(/CC(=O)O)C(=O)OC(C)(C)C)c2cc(OC)c(OC)c(OC)c2)cc1OC	93.3	99.2	107.7	93.1	97.2	106.0	109.6	106.4	90.4
Nc1nnc(-c2ccc3c(c2)CC(=O)N3)s1	100.3	104.3	95.6	116.5	102.5	95.9	110.9	109.2	109.5
c1ccc(OC(c2ccccc2)(c2ccccc2)c2ccccc2)cc1	82.8	105.5	78.7	103.4	85.5	93.7	92.5	96.9	85.5
Cc1cc2nc(-c3ccccn3)c(-c3ccccn3)nc2cc1C	77.6	105.4	99.2	94.8	94.3	99.8	96.8	107.5	111.9
COc1cc2c(cc1OC)C1(C)N(CC2)C(=O)OC1(C)C (stereo not given)	76.5	105.8	112.4	101.6	104.5	101.5	105.1	103.1	102.8
COc1c(N2CC3CCCNC3C2)c(F)cc2c(=O)c(C(=O)N/N=C/c3ccc(F)cc3)cn(C3CC3)c12 (stereo not given)	83.6	87.7	103.5	97.3	67.9	45.9	99.5	99.5	97.7
O=C(/C=C/c1cc(-c2cc3ccccc3o2)n(-c2ccccc2)n1)c1nc2ccccc2[nH]1	79.3	98.3	104.1	103.5	102.4	100.7	95.7	.	95.6
Clc1ccc2[nH]cc(-c3cncn3CCc3ccccc3)c2c1	.	69.7	72.9	89.2	44.1	51.0	71.1	72.8	43.5

Another view of nine compounds above.
Compound | SNB-75 | SF-539 | KM12 | HCC-2998 | HCT-116 | HCT-15 | SNB-19 | SW-620 | SF-295
Cn1c(=O)c2[nH]c(C(F)(F)F)nc2n(C)c1=O | 90.4 | 102.6 | 100.6 | 105.6 | 95.3 | 104.8 | 97.3 | 103.0 | 106.5
COc1ccc(/C(=C(/CC(=O)O)C(=O)OC(C)(C)C)c2cc(OC)c(OC)c(OC)c2)cc1OC | 93.3 | 99.2 | 107.7 | 93.1 | 97.2 | 106.0 | 109.6 | 106.4 | 90.4
Nc1nnc(-c2ccc3c(c2)CC(=O)N3)s1 | 100.3 | 104.3 | 95.6 | 116.5 | 102.5 | 95.9 | 110.9 | 109.2 | 109.5
c1ccc(OC(c2ccccc2)(c2ccccc2)c2ccccc2)cc1 | 82.8 | 105.5 | 78.7 | 103.4 | 85.5 | 93.7 | 92.5 | 96.9 | 85.5
Cc1cc2nc(-c3ccccn3)c(-c3ccccn3)nc2cc1C | 77.6 | 105.4 | 99.2 | 94.8 | 94.3 | 99.8 | 96.8 | 107.5 | 111.9
COc1cc2c(cc1OC)C1(C)N(CC2)C(=O)OC1(C)C (stereo not given) | 76.5 | 105.8 | 112.4 | 101.6 | 104.5 | 101.5 | 105.1 | 103.1 | 102.8
COc1c(N2CC3CCCNC3C2)c(F)cc2c(=O)c(C(=O)N/N=C/c3ccc(F)cc3)cn(C3CC3)c12 (stereo not given) | 83.6 | 87.7 | 103.5 | 97.3 | 67.9 | 45.9 | 99.5 | 99.5 | 97.7
O=C(/C=C/c1cc(-c2cc3ccccc3o2)n(-c2ccccc2)n1)c1nc2ccccc2[nH]1 | 79.3 | 98.3 | 104.1 | 103.5 | 102.4 | 100.7 | 95.7 | . | 95.6
Clc1ccc2[nH]cc(-c3cncn3CCc3ccccc3)c2c1 | . | 69.7 | 72.9 | 89.2 | 44.1 | 51.0 | 71.1 | 72.8 | 43.5

Continuation.
SMILES	SNB-75	SF-539	KM12	HCC-2998	HCT-116	HCT-15	SNB-19	SW-620	SF-295
O=C(Nc1ccccc1Cl)Oc1ccc2ccccc2c1	83.7	92.5	95.9	95.1	95.3	99.2	98.3	103.4	.
CC(C)C(O)(C#CC(O)(C(C)C)C(C)C)C(C)C	95.9	106.2	110.6	112.1	102.7	105.7	110.3	105.0	111.5
CCN(CC)Cc1nc2ccccc2c(=O)n1/N=C/c1ccccc1	90.9	93.8	101.6	109.0	101.3	104.8	101.7	101.0	101.4
OCC1NCCCC1O (stereo not given)	95.1	98.7	94.6	120.7	105.2	109.7	107.9	106.5	96.7
CC(=O)c1ccc(NC(=O)CS(=O)(=O)c2ccccc2)cc1	99.8	94.2	101.8	99.8	101.3	101.6	99.1	98.8	97.5
CCCCOc1cc(C(=O)NCCN(CC)CC)c2ccccc2n1	88.9&75.2	106.2&95.2	110.4&100.8	92.2&96.0	104.9&91.0	100.0&96.5	91.9&90.1	97.7&105.0	97.5&92.5
CCOc1ccc(-n2nc(C(=O)Nc3ccc(OC)c(O)c3)nc2-c2cc(OC)c(OC)c(OC)c2)cc1	71.2	96.1	92.8	.	96.7	97.2	91.8	104.4	107.6
